# CHO-K1 Ca antag = M1 antagonist counterscreen hit in parental CHO-K1 cells; ATP-induced calcium, Fluo-8 fluorescence; inhibition, % at 3 µM; actives 0.6% (n = 360,000); AID 602250;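 active means inhibition above a per-plate cutoff, the plate's mean sample inhibition plus 3 SD, cut at about 24% in these data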;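 further: 0% = DMSO plus EC80 ATP and 100% = DMSO alone without ATP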
# CHRM1 antagonist = human CHRM1 antagonism; P11229; CHO-K1 hM1, Fluo-8 calcium fluorescence, ACh EC80 antagonist; actives 1.3% (n = 360,000); AID 588852; inhibition, % at 3 µM;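 active means percent inhibition above its own plate's cutoff, namely the mean of that plate's compound wells plus 3 SD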;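 further: peak over basal fluorescence ratio during 140 s after agonist addition; 0% = ACh EC80 plus DMSO and 100% = DMSO alone without agonist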
# CHO parental Ca = counter-screen for OX1R antagonists: effect in parental CHO cells. actives 0.63% (n = 330,000). AID 463079. parental CHO-K1, ATP-induced calcium, Fluo-8 fluorescence. inhibition, % at 5.6 µM;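 active means inhibition above that plate's mean sample inhibition plus 3 SD, cut at about 26% in these data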;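 further: 0% = ATP-challenged DMSO wells and 100% = DMSO wells without ATP; some compounds past the cut are filed as inactive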
#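 Assay system: untransfected parental CHO cell line. Also added: ATP agonist challenge. Dosing: one dose, 5.6 µM nominal. Measured by: Fluo-8 fluorescence. Read-out: % inhibition. Benchmarks: ATP wells versus no-ATP DMSO wells. Repeats: no replicates.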
# M1 PAM parental = M1 PAM counterscreen hit in parental CHO-K1 cells | ATP EC20, Fluo-8 calcium fluorescence; 0% at ATP EC20, 100% at ATP max | activation, % at 3 µM | actives 0.02% (n = 360,000) | AID 602247;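 active means activation above the run cutoff, the mean activation of all test compounds plus 3 SD, cut at about 40% in these data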;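 further: peak over basal fluorescence ratio in a 140 s read after ATP addition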
# CHO-K1 Ca ag = nonselective activator or artifact in parental CHO-K1 cells; actives 0.48% (n = 360,000); AID 602248; activation, % at 3 µM; Fluo-8 calcium fluorescence; scaled to maximal ATP response, vehicle zero; in the data active means activation above about 15%;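 further: untransfected CHO-K1 host cells lacking M1 receptor as counterscreen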
# TAAR1 ag = agonists of human TAAR1 | Q96RJ0 | CHO RD-HGA16 TAAR1, Fluo-8 calcium fluorescence; vehicle wells 0%, saturating PEA agonist 100% | activation, % at 3 µM | actives 0.99% (n = 360,000);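 active means activation above the mean activation of all test compounds in the run plus 3 SD, cut at about 38% in these data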
# Target sequence (Q96RJ0 whole entry, looked up): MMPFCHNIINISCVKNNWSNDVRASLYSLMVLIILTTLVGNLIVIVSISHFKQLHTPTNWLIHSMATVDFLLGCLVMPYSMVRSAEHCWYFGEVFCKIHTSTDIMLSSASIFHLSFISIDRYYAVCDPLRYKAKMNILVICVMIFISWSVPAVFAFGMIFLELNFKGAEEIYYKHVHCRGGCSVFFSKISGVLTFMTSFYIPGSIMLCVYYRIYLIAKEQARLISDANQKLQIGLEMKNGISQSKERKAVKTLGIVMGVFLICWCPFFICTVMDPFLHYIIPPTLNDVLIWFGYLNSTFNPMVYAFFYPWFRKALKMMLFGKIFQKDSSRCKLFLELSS
#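 Test system: RD-HGA16 (CHO) cells co-expressing Gα16 and hTAAR1 / Benchmarks: DMSO vehicle as 0%, PEA at EC100 as 100% / Repeats: no replicates (n 1) / Measure: % activation from peak over basal fluorescence ratio, DMSO-to-PEA scaled / Timing: 17-24 h plating, Fluo-8 75 min 37 °C, 30 min RT / Technique: kinetic Fluo-8 calcium fluorescence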
# M1 ag = human M1 muscarinic receptor agonism; activation, % at 3 µM; CHO-K1 hM1, Fluo-8 calcium fluorescence, agonist mode; 0% DMSO, 100% acetylcholine EC100; actives 0.33% (n = 360,000); P11229;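 active means activation above the run's mean compound activation plus 3 SD, cut at about 16% in these data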;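 further: peak over basal fluorescence ratio within a 140 s kinetic read after compound addition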
# TAAR1 antag = human TAAR1 antagonism. Q96RJ0. CHO RD-HGA16 TAAR1, Fluo-8 calcium fluorescence, antagonist. inhibition, % at 3 µM. actives 1.5% (n = 360,000);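 active means inhibition above a per-plate cutoff, the mean inhibition of test compounds on that plate plus 3 SD, cut at about 49% in these data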;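 further: 0% = DMSO plus EC80 beta-PEA response and 100% = DMSO alone without agonist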
#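 Assay system: RD-HGA16 CHO cells with stable hTAAR1 and Gα16 / Reagent: EC80 β-phenethylamine stimulus / Doses: 3 µM, single point / Timing: dye loading 75 min at 37 °C, then 30 min room temperature / Measured by: Fluo-8 intracellular calcium dye fluorescence, real-time kinetic reads / Controls: vehicle wells and EC80 agonist wells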
# OXTR potentiator = potentiates the human oxytocin receptor response. CHO-OTR cells, Fluo-8 calcium fluorescence, potentiator mode; 0% = oxytocin EC15, 100% = EC100. P30559. activation, % at 3 µM. actives 0.061% (n = 320,000). AID 2445;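 active means activation above that plate's cutoff, the mean activation of tested compounds plus 3 SD, cut at about 6.6% in these data, passing the limit was not always enough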;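 further: 100% uses oxytocin at 75 nM as the full agonist control; some results filed as inactive read as strong as hits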
# Target sequence (P30559 whole entry, looked up): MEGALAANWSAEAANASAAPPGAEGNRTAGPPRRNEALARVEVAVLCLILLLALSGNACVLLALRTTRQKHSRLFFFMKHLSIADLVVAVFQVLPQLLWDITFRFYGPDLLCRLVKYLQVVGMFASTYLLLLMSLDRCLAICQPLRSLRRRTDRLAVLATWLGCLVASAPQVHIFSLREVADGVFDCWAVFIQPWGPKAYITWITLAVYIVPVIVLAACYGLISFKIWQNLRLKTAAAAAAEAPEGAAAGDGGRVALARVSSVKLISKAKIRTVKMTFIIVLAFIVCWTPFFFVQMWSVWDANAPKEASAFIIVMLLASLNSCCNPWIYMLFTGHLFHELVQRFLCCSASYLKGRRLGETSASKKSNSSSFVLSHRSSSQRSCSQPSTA
#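 System: human OTR in CHO cells / Also added: sub-maximal oxytocin, roughly EC15 / Control set: EC15 oxytocin low, 75 nM oxytocin high / Schedule: 6 min compound pre-incubation at room temperature, 100 s kinetic read / Compound: single-point 3.0 µM / Replication: singlicate / Technique: Fluo-8 calcium dye fluorescence / Read-out basis: % activation of max/min ratio relative to oxytocin controls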
# Starred values were filed as active, the others as inactive; . = no result given. Compounds as they come (roughly 4.2% active in at least one column).
SMILES,CHO-K1 Ca antag,CHRM1 antagonist,CHO parental Ca,M1 PAM parental,CHO-K1 Ca ag,TAAR1 ag,M1 ag,TAAR1 antag,OXTR potentiator
COc1ccc(C2CC(=O)C3=C(C2)NC(C)=C(C(=O)Nc2ccccc2C)C3c2coc3ccc(C)cc3c2=O)cc1OC (stereo not given),2.1,15.3,-10.1,-15.1,1.5,2.3,-4.2,-4.3,-9.5
CCCCN(C(=O)c1oc2ccc(OCC)cc2c1C)c1c(N)n(CC(C)C)c(=O)[nH]c1=O,-5.3,-3.7,-36.2,6.7,1.4,-0.5,-3.4,-15.3,-15.3
CC(=O)NS(=O)(=O)c1ccc(NC(=O)C(C)NS(=O)(=O)/C=C/c2ccccc2)cc1 (stereo not given),-6.9,-4.1,-9.0,-18.8,-0.1,2.4,-2.6,2.5,5.4
CSCCC(NS(=O)(=O)c1ccccc1)C(=O)OCc1nc2ccsc2c(=O)[nH]1 (stereo not given),4.8,-5.5,-6.1,-10.2,-0.2,1.7,-1.1,-18.1,-7.7
Cc1ccc(S(=O)(=O)N2CCOCC2)cc1C(=O)NCc1ccccc1CN1CCCC1,-10.8,19.6,-3.1,3.6,0.3,2.6,-8.8,10.8,-6.9
CCN(CC#CCC1(O)c2ccccc2-c2ccccc21)C(C)C,1.1,71.0*,-17.7,2.4,-0.2,3.0,-6.3,-6.0,-11.6
CCC(=O)NC(Nc1nc2ccc(C)cc2s1)(C(=O)OC)C(F)(F)F (stereo not given),-12.7,-30.4,-0.4,17.8,0.6,4.9,-3.3,12.6,-8.6
COc1ccccc1OCC(=O)NCc1nc(-c2ccccc2)no1,-11.6,-6.3,-5.8,17.8,2.8,0.2,-3.7,-12.7,-11.7
CCOC(=O)c1cnc2ccc(Br)cc2c1NCCO,-7.0,-3.9,-3.5,11.9,1.1,3.5,-4.2,-18.6,0.2
Cc1ccc(-n2ncc3c(=O)n(CC(=O)N4CCN(c5ccccc5)CC4)cnc32)cc1,-19.8,-9.4,13.6,12.1,0.4,-0.6,-4.0,-6.1,-3.8
Cc1ccc(C(=O)Nn2cnnc2)cc1Cl,-14.9,-12.8,-1.8,24.3,0.9,0.0,-4.3,-2.1,-11.3
CC1(C(=O)Nc2nccs2)CCN1C(=O)CC(c1ccccc1)c1ccccc1 (stereo not given),-3.2,-25.5,.,7.8,-0.5,-2.8,-5.3,-21.2,.
O=C(Nc1cccc(Cl)c1)c1nc[nH]c1C(=O)N1CCc2ccccc2C1,-9.3,-8.4,-17.1,3.9,0.7,8.6,-2.0,-1.8,-2.5
Cc1ccc([N+](=O)[O-])cc1N=C(c1cccc([N+](=O)[O-])c1)N1CCOCC1,0.2,-21.1,-1.0,1.6,0.1,0.2,-5.7,-7.1,-4.6
COc1ccc(CNC(=S)Nc2cccc(C)c2)cc1,-4.5,2.4,-12.7,5.8,0.7,9.0,-2.8,11.4,-5.7
CCOc1ccc(N2C(=O)S/C(=C\c3cccn3C)C2=O)cc1,5.3,10.4,-13.2,9.7,10.4,8.1,-5.0,19.8,-8.9
COc1ccc(-c2ccc(C(=O)Nc3cccc(C(F)(F)F)c3)c3occc23)c(C)c1,9.3,3.5,.,-8.9,-0.2,4.8,-4.4,10.4,.
CC(=O)c1oc2ccccc2c1NC(=O)CCCN1C(=O)c2ccccc2C1=O,-14.5,-13.8,-7.0,24.2,0.0,0.6,0.1,6.0,-4.0
COc1ccc(CCNC(=O)C2CCCN(S(=O)(=O)N3CC(C)CC(C)C3)C2)cc1OC (stereo not given),-8.7,1.6,-17.4,-1.7,1.4,-2.2,-5.3,-11.1,-0.2
CCc1ccc(S(=O)(=O)NCc2cccnc2)cc1,4.1,5.0,-6.0,-9.9,0.5,2.3,0.5,1.2,-4.4
COc1ccc(NC2CCCN(C(=O)c3cccc(N(C)C)c3)C2)cc1 (stereo not given),-3.8,1.7,.,-16.0,0.9,1.1,-3.2,-12.4,.
CCCCc1ccc(S(=O)(=O)NC(=O)C2(C)CCN2C(=O)c2c(C)noc2C)cc1 (stereo not given),-5.9,-17.7,.,10.7,0.7,1.7,0.4,-18.9,.
COC(=O)Cn1c(=NC(=O)CSCC(=O)Nc2cc(C)on2)sc2ccccc21,16.8,4.2,-5.8,-3.9,0.3,2.0,-4.5,-19.2,-6.2
CCc1ccc(N2CC(C(=O)OCc3csc(CC(=O)Nc4ccccc4C)n3)CC2=O)cc1 (stereo not given),-3.1,-7.8,-25.0,6.2,0.2,1.2,-3.7,-14.9,-5.1

# Some of these compounds in order of the OXTR potentiator value, smallest number first:
compound | CHRM1 antagonist | TAAR1 ag | M1 ag | TAAR1 antag | OXTR potentiator
COC(=O)Cn1c(=NC(=O)CSCC(=O)Nc2cc(C)on2)sc2ccccc21 | 4.2 | 2.0 | -4.5 | -19.2 | -6.2
CCc1ccc(N2CC(C(=O)OCc3csc(CC(=O)Nc4ccccc4C)n3)CC2=O)cc1 (stereo not given) | -7.8 | 1.2 | -3.7 | -14.9 | -5.1
CCc1ccc(S(=O)(=O)NCc2cccnc2)cc1 | 5.0 | 2.3 | 0.5 | 1.2 | -4.4
CC(=O)c1oc2ccccc2c1NC(=O)CCCN1C(=O)c2ccccc2C1=O | -13.8 | 0.6 | 0.1 | 6.0 | -4.0

# Continuation:
SMILES,CHO-K1 Ca antag,CHRM1 antagonist,CHO parental Ca,M1 PAM parental,CHO-K1 Ca ag,TAAR1 ag,M1 ag,TAAR1 antag,OXTR potentiator
CCOCC(=O)N1CCC(Cc2ccccc2)CC1,-16.1,-7.4,-9.4,22.5,-0.4,1.0,-4.2,6.5,0.4
C=CCn1c(CNC(=O)c2ccccc2F)nnc1SCc1nc2ccccc2c(=O)[nH]1,-7.0,5.3,-8.6,15.8,0.0,0.5,-2.7,-6.2,-0.6
CCS(=O)(=O)N1CCN(C(=O)c2cccc(OC)c2)CC1,-9.6,-23.3,3.9,12.3,0.3,2.3,0.6,-13.2,-2.9
CCCS(=O)(=O)NC(=O)C1(C)CCN(C(=O)c2cccc3ccccc23)C1 (stereo not given),-7.7,-19.3,.,5.8,-0.5,1.0,1.1,-6.4,.
COc1cc(Cl)c(CNC[C@H]2O[C@@H](n3cnc4c(N)ncnc43)[C@H](O)[C@@H]2O)c(Cl)c1O,-4.7,-7.3,4.7,0.8,0.4,5.6,-1.2,-9.9,.
COc1cc(OC)nc(Oc2ccccc2C(=O)Oc2ccc(Cl)cc2)n1,5.0,5.9,-2.2,-0.9,0.1,-1.9,-6.6,-10.3,-12.6
COc1ccc(/C=C2/C(=O)N=C3SCCN32)cc1,-14.3,-6.0,-23.0,33.0,0.8,-1.5,-2.9,-2.6,-7.6
CCOC(=O)c1cc(S(=O)(=O)NC2CCC(C)CC2)cn1C (stereo not given),-4.0,-2.8,-16.9,3.3,6.0,2.3,-1.2,14.9,-8.5
CCC1NC(C(=O)O)Cc2c1[nH]c1ccccc21 (stereo not given),6.0,-10.5,-14.3,-11.9,0.4,0.0,-3.6,8.9,-0.1
Cc1c(NC(=O)Nc2ccc(Cl)cc2)c(=O)n(-c2ccccc2)n1C,-17.1,-19.6,-9.3,12.6,0.2,5.8,-9.6,2.8,3.8
O=C(c1cc([N+](=O)[O-])ccc1Cl)N1c2ccccc2Sc2ccccc21,-15.5,6.0,-27.0,17.7,0.1,1.5,-8.3,-21.6,-15.0
COc1ccc(C(=O)CN2CCN(S(=O)(=O)c3cccc([N+](=O)[O-])c3)CC2)cc1OC,-5.1,1.6,-11.2,3.2,-0.1,5.1,-6.2,-1.7,-12.2
O=C(c1cccs1)N1C(=O)c2cccc3cccc1c23,-0.5,0.4,-14.5,-6.1,-0.6,-1.1,-4.2,-35.9,-0.5
CC(C)=CC(=O)O[C@H]1[C@@H]2[C@H](C)C(=O)O[C@@H]2C[C@@H](C)[C@@H]2[C@@H](O)CC(=O)[C@]21C,-9.7,-1.1,-19.5,7.9,1.0,8.2,-3.2,-15.2,0.0
C=CCc1cccc(/C=N/NC(=O)C(C)Nc2ccc(C)cc2)c1O (stereo not given),4.2,0.5,-15.2,1.6,0.6,4.4,-7.1,13.8,-4.8
CCc1ccccc1NC(=O)CSc1nnc([C@@H](NC(=O)OC(C)(C)C)C(C)CC)o1 (stereo not given in full),10.9,-6.5,-28.9,2.2,0.4,10.6,-4.8,0.6,-7.3
O=C(NCc1ccncc1)[C@@H]1CCCN1C(=O)[C@@H]1CCCN1C(=O)c1cccc2ccccc12,-9.2,.,.,-6.3,0.2,2.2,.,4.4,.
CCOC(=O)c1sc(=S)n(CC)c1NC(=O)CC,-13.0,6.5,-1.5,13.7,-0.1,12.2,-3.7,-4.6,-5.6
O=C(NCc1ccc(F)cc1Cl)C1CC(=O)N(C2CCCCCCC2)C1 (stereo not given),3.1,-0.8,-21.8,20.2,1.1,2.7,-0.6,-9.4,-6.2
C[C@@H]1CN([C@@H](C)CO)C(=O)c2cc(NC(=O)Nc3ccc4c(c3)OCO4)ccc2O[C@H]1CN(C)S(=O)(=O)c1cn(C)cn1,-7.0,-13.4,1.8,6.5,0.1,3.8,-3.9,3.4,-0.3
CCOc1ncccc1C(=O)OCC(=O)c1ccc(Br)s1,-9.6,-10.1,-21.4,13.6,-0.9,3.6,5.3,-9.0,-2.6
CC(C)n1nnnc1SCC(=O)N1N=C(c2cccs2)CC1c1cccs1 (stereo not given),-16.6,7.0,-16.5,15.1,0.8,2.9,-4.7,-10.3,-0.7
CC(=O)c1cccc(NC(=S)NCCc2ccc(Cl)cc2)c1,-2.7,-3.4,0.1,-8.3,8.6,7.0,1.6,3.0,-26.8
COC(=O)C1CCCN1C(=O)c1cccs1 (stereo not given),-8.6,-57.5,3.8,-6.7,0.0,0.3,4.5,-13.9,-13.7

# Some of the entries so far, as tab-separated lines.
smiles	CHO-K1 Ca antag	CHRM1 antagonist	CHO parental Ca	M1 PAM parental	CHO-K1 Ca ag	TAAR1 ag	M1 ag	TAAR1 antag	OXTR potentiator
CCOC(=O)c1sc(=S)n(CC)c1NC(=O)CC	-13.0	6.5	-1.5	13.7	-0.1	12.2	-3.7	-4.6	-5.6
O=C(NCc1ccc(F)cc1Cl)C1CC(=O)N(C2CCCCCCC2)C1 (stereo not given)	3.1	-0.8	-21.8	20.2	1.1	2.7	-0.6	-9.4	-6.2

# Structures above that bear a hit mark in CHRM1 antagonist:
structure	CHRM1 antagonist	TAAR1 ag	M1 ag	TAAR1 antag	OXTR potentiator
CCN(CC#CCC1(O)c2ccccc2-c2ccccc21)C(C)C	71.0*	3.0	-6.3	-6.0	-11.6
